# Bioassay records deposited in PubChem by National Center for Advancing Translational Sciences (NCATS).
# CBFb-RUNX1 inh – blocks binding between human CBF-beta and RUNX1. AID 1477. AlphaScreen CBFb-His/RUNX1-biotin binding, biochemical. Potency, µM (top dose mostly 59.8 µM), for inactives: top-dose activity, negative = inhibition, most hits filed as inhibitors. Q01196+Q13951. 230,000 tested, under 10 active; further: % of control where 0% means no effect
# Target sequence (Q01196 whole entry, looked up): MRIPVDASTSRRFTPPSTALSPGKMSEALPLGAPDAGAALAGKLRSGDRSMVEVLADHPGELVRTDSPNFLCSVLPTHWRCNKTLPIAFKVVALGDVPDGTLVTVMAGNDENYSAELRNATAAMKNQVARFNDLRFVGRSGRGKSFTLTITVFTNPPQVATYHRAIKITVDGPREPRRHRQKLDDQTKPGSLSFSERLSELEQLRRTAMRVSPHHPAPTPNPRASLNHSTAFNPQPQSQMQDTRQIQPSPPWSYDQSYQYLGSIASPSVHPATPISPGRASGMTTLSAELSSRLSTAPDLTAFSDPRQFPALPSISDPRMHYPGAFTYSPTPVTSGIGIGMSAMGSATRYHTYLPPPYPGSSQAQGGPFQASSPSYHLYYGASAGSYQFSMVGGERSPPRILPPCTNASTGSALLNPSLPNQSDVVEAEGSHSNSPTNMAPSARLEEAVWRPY
# Target sequence (Q13951 whole entry, looked up): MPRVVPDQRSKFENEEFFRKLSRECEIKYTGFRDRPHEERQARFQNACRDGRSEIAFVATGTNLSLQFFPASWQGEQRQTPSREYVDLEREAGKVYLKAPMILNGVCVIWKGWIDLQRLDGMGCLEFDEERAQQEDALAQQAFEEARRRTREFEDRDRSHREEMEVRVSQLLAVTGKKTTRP
#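 AlphaScreen binding: CBFb-His and RUNX1-biotin (30 nM each) preincubated 20 min, compound added for 15 min, then nickel and streptavidin beads for 90 min, all at room temperature. Disruption of the interaction by any mechanism counts as activity.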
# NPSR antagonist – antagonists of human neuropeptide S receptor cAMP signaling; CHO-NPSR cells, cAMP TR-FRET, antagonist mode; Potency, µM (highest dose often 38.3 µM), without a hit: top-dose activity change, negative = inhibition, most hits filed as inhibitors; hit rate 1% among 220,000; further: potency means the concentration at half of the fitted maximal effect; on the % scale 0 is the no-effect control and ±100 the full control effect; nearly all actives have a fitted effect of over 50% in size; many of its hits are not listed in these tables
# Target sequence (Q6W5P4 whole entry, looked up): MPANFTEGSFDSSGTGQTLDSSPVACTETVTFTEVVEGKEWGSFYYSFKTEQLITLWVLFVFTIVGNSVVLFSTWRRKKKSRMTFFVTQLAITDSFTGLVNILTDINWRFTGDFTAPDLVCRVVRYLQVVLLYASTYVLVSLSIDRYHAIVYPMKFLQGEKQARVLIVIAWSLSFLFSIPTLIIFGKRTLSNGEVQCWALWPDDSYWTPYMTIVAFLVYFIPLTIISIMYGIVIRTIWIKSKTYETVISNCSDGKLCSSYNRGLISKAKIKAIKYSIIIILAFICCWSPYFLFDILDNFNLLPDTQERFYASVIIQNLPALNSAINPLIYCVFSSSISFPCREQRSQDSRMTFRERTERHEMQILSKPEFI
# IMPase Li cell – membrane-permeable IMPase blocker, potentiated with lithium; CHO-M1 cells, IP1 TR-FRET (IP-One), carbachol + lithium; Potency, µM (highest dose often 59.4 µM), for the others: top-dose activity, negative = IMPase inhibition, actives largely listed as inhibitors; hit rate 0.35% among 210,000;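 further: IP1 builds up when IMPase is blocked and the TR-FRET signal falls; potency means the concentration at half of the fitted maximal effect; plate controls were basal vehicle for no effect and high inhibitor control for full effect; nearly all actives have a fitted effect of over 50% in size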
#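 CHO cells stably expressing M1 receptor (2000/well, cultured 16–30 h) treated 30 min at 37C with compound plus low lithium. Cytosolic IP1 by TR-FRET (665/620 ratio and 620 channel) after 10 min lysis; AC50 by Hill fit.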
# KinaseGlo FLuc – blocks Kinase-Glo luciferase, a counter-screen artifact. AID 1379. Kinase-Glo luciferase, ATP luminescence, 8 min. hit rate 0.28% among 200,000. Potency, µM (doses to about 38.3 µM), for the others: at the top dose activity change, negative = inhibition, usual class: inhibitors; further: potency means the concentration at half of the fitted maximal effect; on the % scale 0 is the no-effect control and ±100 the full control effect; nearly all actives have a fitted effect of over 60% in size
#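 Kinase-Glo luciferase light output from ATP and luciferin was measured with 10 uM ATP, within the enzyme's linear range. Buffer: 50 mM imidazole pH 7.2, 50 mM KCl, 7 mM MgCl2, 0.01% Tween 20, 0.05% BSA; luminescence read after 8 min at ambient temperature.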
# HTT aggregate – mutant huntingtin aggregation inhibition. AID 1688. Potency, µM (series often up to 46.1 µM), for the others: at the top dose activity change, negative = inhibition, hits mostly inhibitors. hit rate 1.1% among 220,000. PC12 HttQ103-GFP aggregates, Acumen cytometry, 40 h; further: potency means the concentration at half of the fitted maximal effect; on the % scale 0 is the no-effect control and ±100 the full control effect; nearly all actives have a fitted effect of over 60% in size
#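 Inducible Q103 Huntingtin exon 1–GFP PC12 line, 1500 cells/well in phenol red free DMEM with 5% equine and 5% calf serum. Tebufenozide 100 nM induced expression; compounds titrated; aggregates quantified by cytometry.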
# Epigenetic reg – regulators of epigenetic silencing causing reporter derepression in mouse cells; murine LDR cells, GFP reporter derepression, 30 h; Potency, µM (top dose mostly 53.9 µM), for the others: at the top dose GFP activation, actives largely listed as activators; hit rate 0.2% among 280,000; further: potency means the concentration at half of the fitted maximal effect; % of control where 0% means no effect; nearly all actives have a fitted effect of over 60% in size
#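 In this reporter-derepression format, murine cells bearing a silenced integrated CMV-GFP locus incubate with test compound (30 h, 37 C), then are washed and imaged; fluorescent objects of 20–120 um count as induced cells.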
# L3MBTL1 block – inhibitors of human L3MBTL1. Q9Y468. AlphaScreen L3MBTL1–H3K9me1 peptide binding. Potency, µM (titrated, usually from 57.1 µM), without a hit: at the highest dose activity, negative = inhibition, actives largely listed as inhibitors. hit rate 0.66% among 230,000. AID 485360; further: potency means the concentration at half of the fitted maximal effect; on the % scale 0 is the no-effect control and ±100 the full control effect; nearly all actives have a fitted effect of over 60% in size
#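 Read-out is AlphaScreen signal from streptavidin donor and nickel chelate acceptor beads (10 ug/mL final each) bridging L3MBTL1 (50 nM) and biotinylated K9-monomethylated H3(1-15) peptide (75 nM), after 30 min compound exposure at room temperature.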
# * hit, by the source's call; ? = inconclusive; · = no result given; [ ] = dose if it differs, or a comment. The call rests on the fitted dose curve; in most records, active means well fitted curve in the direction sought with a large enough effect; inconclusive means small, poorly fitted or top-dose-only effect, or another doubt; inactive means no such curve, though single readings can be large; an effect the other way counts as inactive or inconclusive.
structure	IMPase Li cell	KinaseGlo FLuc	L3MBTL1 block	Epigenetic reg	HTT aggregate	NPSR antagonist	CBFb-RUNX1 inh
CCOC(=O)C1=C(C)NC(=O)NC1c1cc2c(cc1Br)OCO2 (stereo unspecified)	-6%	0%	?	-0.8%	4%	6%[46.1 µM]	-5%
CCOC(=O)c1c(C)n(C)c2cc(Br)c(C)cc12	20%[38.3 µM]	-2%	·	-0.7%	-7%	-7%[46.1 µM]	6%
COc1cccc(CN(C)CC(=O)NC(=O)NCc2ccccc2)c1	-4%	2%	2%	0.0%	4%	1%	4%
O=C(COC(=O)c1cccc(N2C(=O)c3ccccc3C2=O)c1)Nc1ccccc1	9%	-2%	-1%	1.5%	11%	8%	10%
CCOC(=O)c1sc(-c2ccc(OC)cc2)cc1NC(C)=O	11µM*	-1%	57%[activator]	0.0%	16%	-47%	3%
CC(C)Cn1c(N)c(C=O)c(=O)n(C)c1=O	0%	-2%	10%	-2.3%	13%	11%	3%
C#CCOCCOCCOCCNc1nc(N2CCOCC2)nc(N2CCN(C(=O)[C@H]([C@@H](C)CC)n3cc([C@@H](N)Cc4ccc(O)cc4)nn3)CC2)n1	-9%	·	3%	0.0%	4%[9.22 µM]	-25%	9%
COc1cc(NC(=O)CN2C(=O)CN(C)C2=O)c(C)cc1[N+](=O)[O-]	-4%	0%	-4%	-1.4%	10%	2%	10%
O=S(=O)(N1CCCCC1)N1CCN(CC(O)COc2ccc3cc(Br)ccc3c2)CC1 (stereo unspecified)	-110%[38.3 µM]	0%	·	3.1%	-21%	?	7%
CCOC(=O)c1c(NC(=O)CNCCOC)sc2c1CCCC2	13%	3%	-1%	0.0%	6%	2%[46.1 µM]	-4%
CCn1c(=O)[nH]c2cc(C(=O)Nc3cc(C)cc(C)c3)ccc2c1=O	4%	-2%	18%	-1.1%	·	-12%	1%
O=C(Nc1cccc(F)c1)c1coc(=O)c(Br)c1	7%	0%	?	?	-1%	-27%	?
COc1ccc(CNc2nc(-c3ccc(C(=O)N(C)C)cc3)nc3ccccc23)c(OC)c1	28%	-10%	·	9.9%	·	·	·
CCOc1ccccc1NC(=O)COC(=O)CSc1ccc(Cl)cc1	-7%	1%	41%[activator]	0.0%	17%	8%	20%
Cn1c(=O)[nH]c(=O)c2c1nc([N+](=O)[O-])n2Cc1ccccc1	·	·	13%	0.0%	?	-3%[7.67 µM]	7%

# Continued.
structure	IMPase Li cell	KinaseGlo FLuc	L3MBTL1 block	Epigenetic reg	HTT aggregate	NPSR antagonist	CBFb-RUNX1 inh
COC(=O)c1c(C)oc(C)c1S(=O)(=O)N(C)C1CCCCC1	·	·	6%	-0.3%	12%[9.22 µM]	7%	2%
CCNS(=O)(=O)c1ccc(OC)c(C(=O)NC2CCCCC2)c1	14%	-2%	6%	-1.3%	-2%[9.22 µM]	-1%	-2%
O=C(NCSc1ccncn1)c1ccccc1	-4%[38.3 µM]	-5%	6%	-1.4%	?	-6%[46.1 µM]	-3%
CCCCNC(=S)NNC(=O)c1ccncc1	-6%	-2%	9%	2.9%	7%	6%	-2%
CCOC(=O)c1cc2sc(C)cc2n1CC(=O)N1CCc2ccccc21	?	-1%	·	-1.4%	-6%	-6%[46.1 µM]	9%
COc1ccc(-n2nnc3c(SCC(=O)Nc4ccccc4F)ncnc32)cc1	-11%	2%	3%	-2.7%	18%	5%	-6%
CN(C)S(=O)(=O)c1ccc(Cl)c(NC(=O)CSc2nc3ccccc3c(=O)n2CCCN2CCOCC2)c1	4%	-1%	1%	0.0%	13%	-2%	-6%
Cc1cc(C(=O)CN2C(=O)NC3(CCCc4ccccc43)C2=O)c(C)n1C (stereo unspecified)	9%[38.3 µM]	0%	·	-3.1%	19%	-16%[46.1 µM]	-7%
Cc1ccccc1Nc1nc(N)nc(-c2oc3ccccc3c2C)n1	·	·	-7%	-0.2%	15%[9.22 µM]	58%	-6%
Cc1ccc(-c2nc(CN(Cc3c(C)nn(C)c3C)C(C)C)c(C)o2)o1	9%	2%	-4%	0.0%	13%[9.22 µM]	-15%	0%
N#CC1=C(S)N(c2ccc(F)cc2)C(c2ccco2)NC1=O (stereo unspecified)	2%	3%	6%	1.1%	10%[9.22 µM]	0%	8%
O=C(CSc1nnnn1C1CCCCC1)N1CCCC1	·	·	1%	-10%	0%	-7%[46.1 µM]	6%
Cc1ccc(C2N(c3cccc(Cl)c3)C(=O)N3CCCN23)cc1 (stereo unspecified)	·	·	50%[activator]	-0.3%	-1%[9.22 µM]	15%	28%
Cc1ccc(-c2nc(N3CCOCC3)sc2C(=O)N2CCCCC2)cc1	-1%	5%	0%	-1.0%	4%	-20%	-4%
O=C1Nc2ccccc2/C1=C/c1cnc(-c2ccccc2)[nH]1	·	·	?	22µM*	14%[9.22 µM]	?	1%

# Among those listed so far, 2 have a nitro group on carbon.
structure	IMPase Li cell	KinaseGlo FLuc	L3MBTL1 block	Epigenetic reg	HTT aggregate	NPSR antagonist	CBFb-RUNX1 inh
COc1cc(NC(=O)CN2C(=O)CN(C)C2=O)c(C)cc1[N+](=O)[O-]	-4%	0%	-4%	-1.4%	10%	2%	10%
Cn1c(=O)[nH]c(=O)c2c1nc([N+](=O)[O-])n2Cc1ccccc1	·	·	13%	0.0%	?	-3%[7.67 µM]	7%

# Next section:
structure	IMPase Li cell	KinaseGlo FLuc	L3MBTL1 block	Epigenetic reg	HTT aggregate	NPSR antagonist	CBFb-RUNX1 inh
Cc1ccc(NC(=O)CCC(=O)NNC(=O)c2ccco2)cc1C	-9%[38.3 µM]	-3%	1%	-1.6%	12%	7%[46.1 µM]	3%
Cc1cc2oc(C(=O)N(Cc3ccco3)C3CCS(=O)(=O)C3)cc(=O)c2cc1Cl (stereo unspecified)	14%[38.3 µM]	3%	-1%	-4.3%	-10%	-14%[46.1 µM]	-2%
CC(NC(=O)c1ccc(S(=O)(=O)C(F)F)cc1)c1ccccc1 (stereo unspecified)	4%	0%	-4%	-0.4%	-6%	-6%	?
CCOC(=O)c1ccc(NC(=O)c2cc3ccccc3o2)cc1	-17%[38.3 µM]	-10%	6%	-1.1%	-2%	-16%[46.1 µM]	15%
CCOC(=O)C(C(=O)OCC)=C1OC(=O)c2ccccc21	-2%[38.3 µM]	1%	4%	0.0%	0%	-2%[46.1 µM]	-6%
Cc1ccc2sc(NNC(=O)C3COc4ccccc4O3)nc2c1C (stereo unspecified)	-3%	1%	-19%	0.6%	-2%	1%	5%[2.36 µM]
Cc1ccc(S(=O)(=O)NCCc2ccncc2)cc1C	7%	4%	·	4.7%	?	16%	12%
CC(C)CCNC(=O)Cc1ccccc1[N+](=O)[O-]	-7%[38.3 µM]	2%	11%	0.0%	10%	1%[46.1 µM]	1%
CCOc1ccc(Br)cc1S(=O)(=O)Nc1cccc(S(=O)(=O)N(CC)CC)c1	2%	-1%	7%	-1.3%	3%	-16%	-14%
Cc1cc([N+](=O)[O-])nn1CC(=O)N1N=C(C(F)F)CC1(O)C(F)F (stereo unspecified)	-5%	1%	0%	0.1%	32%	8%	-2%
CCn1nnnc1SCCSc1nnnn1CC	14%[38.3 µM]	-2%	11%	-6.3%	22%	5%[46.1 µM]	7%
CSc1ccc(C2C(C#N)=C(N)N(c3ccccc3)C3=C2C(=O)CCC3)cc1 (stereo unspecified)	12%[38.3 µM]	0%	·	1.0%	?	-28%[46.1 µM]	-23%
Cc1cc([N+](=O)[O-])nn1CC(=O)Nc1ccc(Cc2ccncc2)cc1	8%	-6%	2%	-0.7%	-12%	-1%	1%
COc1ccccc1OCC(=O)NCCSCc1ccc(Cl)cc1	1%	1%	-3%	-1.9%	-8%	-7%	2%
COC(=O)c1cccn(CC(=O)c2ccc(Cl)cc2)c1=O	-5%	4%	4%	2.0%[10.1 µM]	12%[9.22 µM]	-2%	-2%

# (continued)
structure	IMPase Li cell	KinaseGlo FLuc	L3MBTL1 block	Epigenetic reg	HTT aggregate	NPSR antagonist	CBFb-RUNX1 inh
O=C(Nc1ccc2c(c1)OCCO2)c1ccc(Br)o1	-5%[38.3 µM]	?	-2%	0.0%	12%	-3%[46.1 µM]	2%
Cc1nc2cc(C(F)(F)F)ccc2n1C1CCN(CC(=O)N2CCCC2)CC1	-1%	2%	17%	-4.7%	21%[9.22 µM]	6%	-2%
CCC(C)N(C(=O)COC(=O)c1[nH]c(C)c(C(C)=O)c1C)C1CCS(=O)(=O)C1 (stereo unspecified)	·	·	0%	-7.2%	18%	-6%[46.1 µM]	3%
CC(=O)c1c(N2CCOCC2)nc(=S)n(-c2cc(C)ccc2C)c1C	-1%[38.3 µM]	1%	·	-1.7%	15%	-3%[46.1 µM]	3%
CC(/C=N/NC(=O)c1nn(C)c(C)c1Br)=C\c1ccccc1	4%	10%	5%	1.1%	-19%	-10%	-2%
C=CCOc1c(Br)cc(CNc2ccc(NC(=O)C(C)C)c(OC)c2)cc1OC	19%[38.3 µM]	0%	-5%	1.9%	?	-4%[46.1 µM]	-9%
O=C(NCCC1=CCCCC1)NC12CC3CC(CC(C3)C1)C2	20%	1%	20%[11.4 µM]	0.0%	22µM*	-54%	4%
Nc1cccc2c1C(=O)N(C(=O)c1ccc(Cl)c(S(=O)(=O)N3CCCCCC3)c1)C2=O	-18%[38.3 µM]	2%	·	7.7%	-15%	4%[46.1 µM]	1%
CCN(CC)C(=O)CCC(=O)Nc1ccc(C(=O)OC)cc1	4%	0%	-7%	-5.5%	1%	-5%[46.1 µM]	-3%
O=C(O)C1C2C=CC3(CN(c4cccc(C(F)(F)F)c4)C(=O)C13)O2 (stereo unspecified)	10%[38.3 µM]	0%	·	-2.0%	2%	-5%[46.1 µM]	2%
O=C1C2C3CCC(C3)C2C(=O)N1CNc1ccc(F)cc1 (stereo unspecified)	1%[38.3 µM]	-3%	6%	3.1%	6%	9%[46.1 µM]	8%
CCCC(=O)Nc1nc(-c2ccc3c(c2)CCN3S(C)(=O)=O)cs1	7%[38.3 µM]	-4%	0%	-0.8%	13%	-17%[46.1 µM]	-6%
O=C(CSc1nc(-c2ccc(F)cc2)cc(C(F)(F)F)n1)NCCN1CCOCC1	13%	-2%	1%	-1.2%	-6%	-8%[46.1 µM]	10%
CCOC(=O)c1cc(-c2cccc(C(F)(F)F)c2)nc2nc(SC)[nH]c(=O)c12	-2%	0%	9%	-3.2%	1%	-33%	25%
Cc1cccc(N(CC(=O)NC2CCCC2)C(=O)CS(=O)CC(=O)Nc2ccc3c(c2)OCO3)c1C (stereo unspecified)	10%	-7%	-4%	-1.2%	-13%	-27%[46.1 µM]	3%
Cc1nc2c(=O)n(C)c(=O)[nH]c2n1Cc1ccccc1	-5%[38.3 µM]	0%	7%	-0.3%	4%	-11%[46.1 µM]	3%

# This is a subset; rates above refer to the full screens.
